Screens: PubChem BioAssay, several laboratories
GPR55 antagonists – inhibition of LPI-stimulated GPR55 beta-arrestin translocation – imaging, U2OS, beta-arrestin-GFP, LPI agonist, primary screen (AID 2013); U2OS GPR55 beta-arrestin-GFP translocation imaging, LPI antagonism; higher % means a stronger effect; inhibition, % at 10 µM, or IC50 in µM where a hit was titrated; 290,000 tested, 0.13% active;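 active means spots per cell inhibited over 60%, with over 100 cells counted and total cytoplasm intensity under 500,000; inconclusive means wells with under 100 cells, flagged as likely toxic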;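 further: U2OS cells stably carrying GPR55 and arrestin-GFP stimulated by 5 µM LPI near EC80; imaged beta-arrestin-GFP aggregate spots per cell after agonist stimulation; plate controls were LPI-stimulated DMSO wells for no effect and DMSO wells without LPI for full effect; some results filed as inactive read as strong as hits; confirmed hits need IC50 under 10 µM and bright autofluorescent wells are also inconclusive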
Dengue-2 NS5 capping – flavivirus cap methylation enzyme inhibition – biochemical, confirmation dose response, primary screen (AID 588689); 340,000 tested, 0.3% active; inhibition, % at 25 µM, or IC50 in µM where a hit was titrated; Dengue-2 NS5 methyltransferase capping enzyme assay, biochemical; higher % means a stronger effect; in the data active means a potency from the dose series; inconclusive means inhibition above about 29% without an active follow-up result
SIAH1 antagonists – blockers of Siah-1 interaction with plectin peptide – biochemical, fluorescence polarization, rhodamine-plectin, uHTS, primary screen (AID 1817); Siah-1 / rhodamine-plectin peptide fluorescence polarization; higher % means a stronger effect; displacement, % at 20 µM; hits with a dose series show IC50 in µM; 290,000 tested, 0.02% active;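 active means displacement of at least 50% at 20 µM, with a fluorescence ratio check between 0.3 and a set limit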;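 further: plate controls were Siah plus tracer with DMSO for no effect and tracer alone without Siah for full effect; strong numbers were not always called active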
NTR1 agonist – NTR1-driven beta-arrestin-GFP spot formation – imaging, U2OS cells, high content, primary screen (AID 493036). P30989. agonist mode. activation, % at 20 µM. 330,000 tested, 0.17% active;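 active means activation at or above 40% of the spot to cytoplasm intensity ratio, with at least 20 cells analyzed; inconclusive means wells under 20 cells, flagged as cytotoxic or low count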;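 further: 0% = DMSO without peptide and 100% = 100 nM NTR1 peptide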
Target sequence (P30989 whole entry, looked up): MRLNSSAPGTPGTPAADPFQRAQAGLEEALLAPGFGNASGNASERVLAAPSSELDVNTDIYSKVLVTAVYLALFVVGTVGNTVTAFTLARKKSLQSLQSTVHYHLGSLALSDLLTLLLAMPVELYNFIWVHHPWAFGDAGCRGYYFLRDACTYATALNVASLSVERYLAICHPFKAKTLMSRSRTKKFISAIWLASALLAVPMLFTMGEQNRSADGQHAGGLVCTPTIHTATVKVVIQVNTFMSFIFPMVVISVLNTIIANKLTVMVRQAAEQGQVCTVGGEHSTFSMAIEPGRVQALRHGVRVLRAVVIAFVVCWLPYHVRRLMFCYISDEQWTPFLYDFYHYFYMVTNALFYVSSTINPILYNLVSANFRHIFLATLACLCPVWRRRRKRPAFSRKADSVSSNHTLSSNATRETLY
AID2073 – inhibitors of Mint1-CaV2.2 protein interaction, biochemical, HTRF (AID 2073) | HTRF protein-protein interaction, Mint1-CaV2.2; higher % means a stronger effect | one-dose inhibition, % at 20 µM; IC50 in µM for titrated hits | 290,000 tested, 0.19% active; in the data active means inhibition mostly above about 51%, no sharp cut-off; inconclusive means no clear call, values can overlap the other calls; inactive means mostly below about 53%; further: some results filed as inactive read as strong as hits
HIV fusion peptide – inhibitors of HIV fusion peptide binding, primary screen, biochemical, uHTS, fluorescence dequenching (AID 1986). cell-free peptide binding, fluorescence dequenching, 30 min; higher % means a stronger effect. inhibition, % at 20 µM; hits with a dose series show IC50 in µM. 290,000 tested, 0.3% active; in the data active means inhibition mostly above about 52%, no sharp cut-off; inactive means mostly below about 76%; further: some results filed as inactive read as strong as hits
GPR35 antagonists – GPR35 antagonists blocking zaprinast-driven arrestin recruitment, primary screen, imaging, U2OS, beta-arrestin-GFP, zaprinast agonist (AID 2058); U2OS GPR35 beta-arrestin-GFP translocation imaging, zaprinast antagonism; higher % means a stronger effect; inhibition, % at 10 µM, or IC50 in µM where a hit was titrated; 290,000 tested, 0.052% active;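 active means inhibition of at least 50% with at least 30 cells and total cytoplasm GFP at most 10,000,000; inconclusive means under 30 cells or total GFP of 10,000,000 plus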
GPR55 beta-arrestin – selective activators of receptor GPR55 – imaging, U2OS cells, beta-arrestin-GFP redistribution, primary screen (AID 1961) | U2OS GPR55 beta-arrestin-GFP redistribution imaging; higher % means a stronger effect | activation, % at 10 µM, or EC50 in µM where a hit was titrated | 290,000 tested, 0.048% active;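 active means activation above 40% with more than 50 cells counted in the well; inconclusive means wells holding fewer than 50 cells, flagged as toxic or sparse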;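 further: U2OS osteosarcoma cells stably expressing GPR55 and beta-arrestin-GFP; plate controls were DMSO negative control for no effect and LPI positive control for full effect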
UTI89 phage lysis – inhibition of K1F phage lysis, E. coli UTI89, bacterial capsule biogenesis inhibitors, alamar blue (AID 488966). E. coli UTI89 K1F phage lysis, alamar blue, 2 h; higher % means a stronger effect. inhibition, % at 100 µM; hits with a dose series show IC50 in µM. 340,000 tested, 0.02% active;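 active means phage lysis inhibition, versus mean bacterial control, above a set limit; inconclusive means no clear call, values can overlap the other calls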;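 further: capsule biogenesis inhibitors block K1F phage lysis so surviving cells raise fluorescence; higher fluorescence means more inhibition of phage lysis; actives were called in the ten point dose series up to 300 µM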
NTR1 agonist cell count 20 µM – recorded beside NTR1 agonist, whose call it bears; cell count; measured here: cell count, cytotoxicity flag
Dengue-2 NS5 capping pilot replicate – second read-out of Dengue-2 NS5 capping, no call of its own (marks repeat the call); inhibition, %; measured here: pilot screen replicate inhibition
* = called active by the depositor; [ ] = remark or other dose.

What do the screens show for `CCOC(=O)c1c(S(=O)(=O)N2CCc3ccccc32)c(C)n(C)c1C`?
GPR55 antagonists: 1%; Dengue-2 NS5 capping: -7%; SIAH1 antagonists: -2%; NTR1 agonist: -1.3; AID2073: -5%; HIV fusion peptide: 0.7%; GPR35 antagonists: 0%; GPR55 beta-arrestin: -0.2%; UTI89 phage lysis: -0.1%; NTR1 agonist cell count 20 µM: 54

How did O=C(Cn1cnc2c(nnn2Cc2ccccc2)c1=O)NCC1CCCO1 (stereo unspecified) do in these assays?
GPR55 antagonists: 9%; Dengue-2 NS5 capping: -3%; SIAH1 antagonists: 3%; NTR1 agonist: 2.1; AID2073: inconclusive; HIV fusion peptide: -2.0%; GPR35 antagonists: -8%; GPR55 beta-arrestin: -0.1%; UTI89 phage lysis: -0.2%; NTR1 agonist cell count 20 µM: 48

How did CCCCN(CCCC)S(=O)(=O)c1ccc(NC(=O)CN2CCOCC2)cc1 do in these assays?
GPR55 antagonists: 9%; Dengue-2 NS5 capping: -5%; SIAH1 antagonists: -4%; NTR1 agonist: -0.5; AID2073: -6%; HIV fusion peptide: -1.9%; GPR35 antagonists: -16%; GPR55 beta-arrestin: 0.2%; UTI89 phage lysis: 1.6%; NTR1 agonist cell count 20 µM: 73

Results for Cc1[nH]n2c(=O)c(C#N)c(-c3ccccc3)nc2c1-c1ccccc1 ?
GPR55 antagonists: 8%; Dengue-2 NS5 capping: 3%; SIAH1 antagonists: -1%; NTR1 agonist: -1.8; AID2073: 6%; HIV fusion peptide: 1.8%; GPR35 antagonists: -23%; GPR55 beta-arrestin: 0.2%; UTI89 phage lysis: -0.1%; NTR1 agonist cell count 20 µM: 92

How did COc1cc(/C=C/C(=O)OCC(=O)NC2CC2)cc(S(=O)(=O)N2CCc3ccccc32)c1OC do in these assays?
GPR55 antagonists: -10%; Dengue-2 NS5 capping: -7%; SIAH1 antagonists: 1%; NTR1 agonist: -0.1; AID2073: -4%; HIV fusion peptide: -2.4%; GPR35 antagonists: 6%; GPR55 beta-arrestin: -0.1%; UTI89 phage lysis: -0.7%; NTR1 agonist cell count 20 µM: 50

Results for Cc1ccc(C)c(NC(=O)CSc2nnc([C@@H](N)Cc3ccccc3)o2)c1 ?
GPR55 antagonists: 0%; Dengue-2 NS5 capping: 7%; SIAH1 antagonists: 4%; NTR1 agonist: -2.3; AID2073: 2%; HIV fusion peptide: -1.9%; GPR35 antagonists: -3%; GPR55 beta-arrestin: -0.1%; UTI89 phage lysis: 0.0%; NTR1 agonist cell count 20 µM: 58; Dengue-2 NS5 capping pilot replicate: 3.6

What do the screens show for `COc1ccc(S(=O)(=O)N(C(=O)c2ccncc2)c2ccc(OC(=O)c3ccncc3)cc2)cc1`?
GPR55 antagonists: 5%; Dengue-2 NS5 capping: -29%; SIAH1 antagonists: 4%; NTR1 agonist: -0.1; AID2073: -4%; HIV fusion peptide: -1.4%; GPR35 antagonists: 7%; GPR55 beta-arrestin: 0.1%; UTI89 phage lysis: -1.1%; NTR1 agonist cell count 20 µM: 35

Results for COc1ccc(C(C)=O)cc1CSC(=N)N ?
GPR55 antagonists: 11%; Dengue-2 NS5 capping: -6%; SIAH1 antagonists: -5%; NTR1 agonist: -0.3; AID2073: -4%; HIV fusion peptide: -0.9%; GPR35 antagonists: 14%; GPR55 beta-arrestin: 0.5%; UTI89 phage lysis: -0.4%; NTR1 agonist cell count 20 µM: 52

Results for CCOC(=O)c1cc2nc(-c3ccccc3)cc(C)n2n1 ?
GPR55 antagonists: 2%; Dengue-2 NS5 capping: -2%; SIAH1 antagonists: 0%; NTR1 agonist: -0.5; AID2073: 14%; HIV fusion peptide: -0.4%; GPR35 antagonists: -1%; GPR55 beta-arrestin: 0.3%; UTI89 phage lysis: -0.1%; NTR1 agonist cell count 20 µM: 58

What do the screens show for `COc1cc(OC)cc(C(=O)NNc2nc3cc4c(cc3s2)OCO4)c1`?
GPR55 antagonists: 2%; Dengue-2 NS5 capping: 1%; SIAH1 antagonists: 9%; NTR1 agonist: 2.6; AID2073: 11%; HIV fusion peptide: 2.9%; GPR35 antagonists: -13%; GPR55 beta-arrestin: 0.5%; UTI89 phage lysis: 0.4%; NTR1 agonist cell count 20 µM: 84

How did Fc1ccc(-c2nnc(N3CCOCC3)c3ccccc23)cc1F do in these assays?
GPR55 antagonists: -9%; Dengue-2 NS5 capping: 7%; SIAH1 antagonists: 0%; NTR1 agonist: 0.4; AID2073: 3%; HIV fusion peptide: -2.2%; GPR35 antagonists: 16%; GPR55 beta-arrestin: -0.2%; UTI89 phage lysis: -0.1%; NTR1 agonist cell count 20 µM: 43

Results for O=C(NCC1CC1)Nc1ccccc1 ?
GPR55 antagonists: -10%; Dengue-2 NS5 capping: 2%; SIAH1 antagonists: 0%; AID2073: 15%; HIV fusion peptide: -1.0%; GPR35 antagonists: -5%; GPR55 beta-arrestin: -0.3%; UTI89 phage lysis: -1.6%[50 µM]

How did CCN(CC)S(=O)(=O)c1ccc(NC(=O)COC(=O)c2cc(S(=O)(=O)Nc3ccc(OC)cc3)ccc2O)cc1 do in these assays?
GPR55 antagonists: -1%; Dengue-2 NS5 capping: -4%; SIAH1 antagonists: -5%; NTR1 agonist: 0.3; AID2073: 46%; HIV fusion peptide: 28%; GPR35 antagonists: -1%; GPR55 beta-arrestin: 0.2%; UTI89 phage lysis: -0.5%; NTR1 agonist cell count 20 µM: 61

What do the screens show for `CC1CCc2nc3ccc(S(=O)(=O)N4CCC(C(=O)NC(C)c5ccccc5)CC4)cc3c(C(=O)O)c2C1` (stereo unspecified)?
GPR55 antagonists: 12%; Dengue-2 NS5 capping: 4%; SIAH1 antagonists: 3%; NTR1 agonist: -1.1; AID2073: 10%; HIV fusion peptide: 12%; GPR35 antagonists: -2%; GPR55 beta-arrestin: 0.2%; UTI89 phage lysis: 0.1%; NTR1 agonist cell count 20 µM: 39

How did O=C(O)C1CCCCC1C(=O)Nc1ccc(Cl)cc1Cl (stereo unspecified) do in these assays?
GPR55 antagonists: 10%; Dengue-2 NS5 capping: -5%; SIAH1 antagonists: 10%; NTR1 agonist: -0.5; AID2073: -4%; HIV fusion peptide: -0.9%; GPR35 antagonists: -5%; GPR55 beta-arrestin: -0.1%; UTI89 phage lysis: 0.6%; NTR1 agonist cell count 20 µM: 59

What do the screens show for `O=C(CSc1nnnn1-c1cccc2ccccc12)N1CCOCC1`?
GPR55 antagonists: 7%; Dengue-2 NS5 capping: -2%; SIAH1 antagonists: 5%; NTR1 agonist: -1.6; AID2073: 0%; HIV fusion peptide: 0.4%; GPR35 antagonists: 1%; GPR55 beta-arrestin: 0.0%; UTI89 phage lysis: 1.1%; NTR1 agonist cell count 20 µM: 88

Results for O=[N+]([O-])c1cc([N+](=O)[O-])c(Oc2cncc(Cl)c2)cc1NC1CCCCCCC1 ?
GPR55 antagonists: -6%; Dengue-2 NS5 capping: 4%; SIAH1 antagonists: -1%; NTR1 agonist: -2.4; AID2073: -1%; HIV fusion peptide: -1.9%; GPR35 antagonists: -9%; GPR55 beta-arrestin: 0.2%; UTI89 phage lysis: 0.9%; NTR1 agonist cell count 20 µM: 72

How did COC(=O)C1(Cc2cc(-c3cccc(Br)c3)no2)CCN(C(=O)OC(C)(C)C)CC1 do in these assays?
GPR55 antagonists: -4%; Dengue-2 NS5 capping: 0%; SIAH1 antagonists: -3%; NTR1 agonist: -0.3; AID2073: -1%; HIV fusion peptide: 2.9%; GPR35 antagonists: 16%; GPR55 beta-arrestin: 6.8%; UTI89 phage lysis: 1.1%; NTR1 agonist cell count 20 µM: 91

What do the screens show for `Cc1ccc(CSc2nnc(SCC(=O)N/N=C/C=C/c3ccccc3[N+](=O)[O-])s2)cc1`?
GPR55 antagonists: -2%; Dengue-2 NS5 capping: -8%; SIAH1 antagonists: 10%; NTR1 agonist: 1.6; AID2073: 4%; HIV fusion peptide: 1.3%; GPR35 antagonists: -1%; GPR55 beta-arrestin: 0.1%; UTI89 phage lysis: 1.3%; NTR1 agonist cell count 20 µM: 61

How did COC(=O)CSC1=C(C#N)C(c2ccsc2)CC(=O)N1 (stereo unspecified) do in these assays?
GPR55 antagonists: -3%; Dengue-2 NS5 capping: -3%; SIAH1 antagonists: -1%; NTR1 agonist: -1.1; AID2073: 1%; HIV fusion peptide: 0.9%; GPR35 antagonists: 12%; GPR55 beta-arrestin: -0.2%; UTI89 phage lysis: -2.8%; NTR1 agonist cell count 20 µM: 63

What do the screens show for `O=C(O)CCn1cc(C2CC(c3ccccc3)=NN2c2ccccc2)c(-c2ccccc2)n1` (stereo unspecified)?
GPR55 antagonists: -5%; Dengue-2 NS5 capping: 13%; SIAH1 antagonists: 2%; NTR1 agonist: 5.2; AID2073: inconclusive; HIV fusion peptide: 42%; GPR35 antagonists: -4%; GPR55 beta-arrestin: -0.5%; UTI89 phage lysis: -0.2%; NTR1 agonist cell count 20 µM: 51

What do the screens show for `COc1ccccc1NC(=O)/C=C/C(=O)O`?
GPR55 antagonists: 16%; Dengue-2 NS5 capping: 15%; SIAH1 antagonists: 7%; NTR1 agonist: -1.5; AID2073: -2%; HIV fusion peptide: -1.7%; GPR35 antagonists: 12%; GPR55 beta-arrestin: -0.5%; UTI89 phage lysis: -0.1%; NTR1 agonist cell count 20 µM: 46

What do the screens show for `CC(C)(C)c1ccc(C(=O)NCc2ccc(Cl)cc2)cc1`?
GPR55 antagonists: 9%; Dengue-2 NS5 capping: -1%; SIAH1 antagonists: -6%; NTR1 agonist: -1.5; AID2073: 3%; HIV fusion peptide: -2.0%; GPR35 antagonists: 14%; GPR55 beta-arrestin: -0.1%; UTI89 phage lysis: 1.5%[50 µM]; NTR1 agonist cell count 20 µM: 53
